SNCA expr inhib = Primary qHTS assay for inhibitors of alpha-synuclein gene (SNCA) expression; HEK-293 SNCA-luciferase knock-in, luminescence, 24 h; Potency, µM (highest dose often 57.2 µM), inactives show at the highest dose activity change, negative = inhibition, hits mostly inhibitors; 140,000 tested, 0.17% active; AID 1671194, 2021;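 also: potency is read from the fitted curve at half-maximal effect; plate controls were DMSO cells for no effect and cell-free wells for full effect; nearly all actives have a fitted effect of over 45% in size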
NIH3T3 tox = Cytotoxic Profiling in NIH 3T3 Cell Line of Diverse Libraries Using Quantitative High-Throughput Screening. Potency, µM (doses to about 96.7 µM), for the others: at the highest dose activity change, negative = cytotoxicity, actives largely listed as inhibitors. 94,000 tested, 4.3% active. NIH 3T3 viability, CellTiter-Glo ATP luminescence, 48-72 h; also: potency is read from the fitted curve at half-maximal effect; nearly all actives have a fitted effect of over 55% in size
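NIH 3T3 cells at 400 cells/well received 23 nL of compound by pintool and were incubated 48 or 72 h at 37 °C. Viability was read as ATP-coupled CellTiter-Glo luminescence.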
HEK293 viab = GF-AFC viability counterscreen for inhibitors of alpha-synuclein gene (SNCA) expression. HEK-293-SNCA-luc viability, GF-AFC fluorescence, 24 h. Potency, µM (top dose mostly 57.1 µM), for inactives: at the top dose activity change, negative = cytotoxicity, most hits filed as cytotoxic. 150,000 tested, 0.12% active;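 also: potency is read from the fitted curve at half-maximal effect; 0% = DMSO-treated cells and -100% = medium-only wells without cells; nearly all actives have a fitted effect of over 30% in size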
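Cytotoxicity counterscreen: after 24 h compound treatment of genome-edited SNCA-luciferase HEK-293 cells, live-cell protease substrate GF-AFC read by fluorescence after 30 min; activity scaled between DMSO (0%) and medium-only (-100%), curves Hill-fitted.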
GPT2 inhibitor = Primary qHTS assay for inhibitors of Glutamate pyruvate transaminase 2 (GPT2) | Alanine aminotransferase 2 (Homo sapiens), Q8TD30 | Recombinant GPT2, coupled pyruvate oxidase/HRP Amplex Red fluorescence | Potency, µM (doses to about 57.7 µM), for inactives: at the highest dose activity change, negative = inhibition, actives largely listed as inhibitors | 100,000 tested, 0.25% active | AID 1671188, 2021; also: potency is read from the fitted curve at half-maximal effect; nearly all actives have a fitted effect of over 60% in size; many of its hits are not listed in these tables
Target sequence (Q8TD30 whole entry, looked up): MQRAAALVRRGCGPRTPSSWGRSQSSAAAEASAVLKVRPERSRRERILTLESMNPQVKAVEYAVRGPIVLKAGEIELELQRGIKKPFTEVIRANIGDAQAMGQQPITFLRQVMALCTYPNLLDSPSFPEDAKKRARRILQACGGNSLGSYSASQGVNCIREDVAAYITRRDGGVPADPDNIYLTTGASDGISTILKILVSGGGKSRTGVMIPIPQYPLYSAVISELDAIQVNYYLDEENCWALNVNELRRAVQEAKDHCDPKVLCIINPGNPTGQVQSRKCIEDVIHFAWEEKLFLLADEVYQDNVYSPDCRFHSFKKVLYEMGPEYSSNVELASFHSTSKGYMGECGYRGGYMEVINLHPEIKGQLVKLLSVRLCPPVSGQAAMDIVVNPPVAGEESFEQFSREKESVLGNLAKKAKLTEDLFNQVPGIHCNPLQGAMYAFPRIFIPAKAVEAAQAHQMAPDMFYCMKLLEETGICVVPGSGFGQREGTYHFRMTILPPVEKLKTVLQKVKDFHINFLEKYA
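GPT2 10ng/uL, a-KG 250uM, L-Ala 2mM, HEPES pH7.5 + 0.0001% Tween; 30 min RT. Then Amplex mix (PO/HRP/ThPP), 30 min RT dark, fluorescence. AOA 50uM used as positive control.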
FLuc inh = Firefly luciferase inhibition profiling of diverse chemical library using quantitative high-throughput screening; Luciferin 4-monooxygenase (Photinus pyralis), P08659; purified P. pyralis luciferase, luminescence, biochemical; Potency, µM (series often up to 115 µM), for the others: at the highest dose activity change, negative = inhibition, actives largely listed as inhibitors; 76,000 tested, 2.5% active; also: potency is read from the fitted curve at half-maximal effect; nearly all actives have a fitted effect of over 65% in size
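Inhibitors were tested against purified firefly luciferase in a biochemical, low-substrate format (both substrates at 10uM) and luminescence measured with a CCD imager.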
IP6K1 inhibitor = Primary qHTS assay for small molecule inhibitors of Inositol hexaphosphate kinase 1 (IP6K1); Inositol hexakisphosphate kinase 1 (Homo sapiens), Q92551; IP6K1 kinase, ADP-Glo luminescence, 2 h; hits give low values; activity change, % (series mostly up to about 58 µM); 140,000 tested, 0.81% active; AID 1645851, 2021; in the data active = activity change below about -25%
Target sequence (Q92551 whole entry, looked up): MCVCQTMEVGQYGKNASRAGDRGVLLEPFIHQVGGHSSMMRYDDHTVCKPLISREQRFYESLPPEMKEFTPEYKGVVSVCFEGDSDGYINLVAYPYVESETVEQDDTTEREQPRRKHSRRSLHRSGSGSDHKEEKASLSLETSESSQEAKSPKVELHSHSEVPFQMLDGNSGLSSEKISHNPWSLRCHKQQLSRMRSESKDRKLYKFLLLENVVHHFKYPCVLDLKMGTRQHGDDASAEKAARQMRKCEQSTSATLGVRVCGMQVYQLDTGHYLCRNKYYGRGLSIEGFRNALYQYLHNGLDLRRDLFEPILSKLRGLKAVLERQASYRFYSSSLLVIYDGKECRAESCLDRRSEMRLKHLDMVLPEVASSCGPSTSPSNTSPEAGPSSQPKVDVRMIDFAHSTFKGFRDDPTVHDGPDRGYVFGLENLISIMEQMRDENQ
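ADP-Glo luminescence measures ADP made by human IP6K1 during a 2 h RT reaction with ATP/IP6 (mix at 1.3 mM/130 uM); top library doses 57.5 and 19.1 uM final.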
HEK293 tox = Cytotoxic Profiling in HEK 293 Cell Line of Diverse Libraries Using Quantitative High-Throughput Screening; Potency, µM (top dose mostly 115 µM), inactives show at the top dose activity change, negative = cytotoxicity, actives largely listed as inhibitors; 94,000 tested, 6.6% active; HEK 293 viability, ATP luminescence (CellTiter-Glo), 48-72 h; also: potency is read from the fitted curve at half-maximal effect; nearly all actives have a fitted effect of over 60% in size
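HEK 293 cells seeded at 250 cells/well were exposed to compound for 48 or 72 hr at 37 degree Celsius. Viability taken as ATP content by CellTiter-Glo luminescence.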
Starred values were filed as active, the others as inactive; i = inactive; ? = inconclusive; nt = not tested or not shown; & = joins results of further samples; [ ] = remark or other dose. Unless noted, calls follow the shape of the dose curve; as a rule, active = well fitted curve in the direction sought with a large enough effect; inconclusive = small, poorly fitted or top-dose-only effect, or another doubt; inactive = no such curve, though single readings can be large; an effect the other way counts as inactive or inconclusive. Unless noted, % is scaled to controls: 0 for no effect and ±100 for the full control effect.

SMILES | SNCA expr inhib | NIH3T3 tox | HEK293 viab | GPT2 inhibitor | FLuc inh | IP6K1 inhibitor | HEK293 tox
Cc1ccc2c(=O)cc(C(=O)Nc3c(C)n(C)n(-c4ccccc4)c3=O)oc2c1C | 0% | nt | 1% | nt | nt | -8 | nt
CCOc1ccc(CN2CCc3nc(Nc4ccc5c(c4)OCCO5)ncc3C2)cc1 | 29% | nt | 5% | nt | nt | 2 | nt
CC(C)NC(=O)C1CCN(C(=O)N2CC3CC(C2)[C@H]2CCCC(=O)N2C3)CC1 (some centres undefined) | 4% | i | 11% | ? | 6% | 1 | 8%
CN(C)Cc1nnc(C2CC(NC(=O)c3ccc4nccn4c3)C2)n1C (centres undefined) | 4% | 0% | -6% | i | -3% | 9 | -11%
COc1ccc(-n2cc(-c3ccnc(NCCC4CCCN4C)n3)cn2)cc1 (centres undefined) | 41%[activator] | ? | -2% | -6% | ? | 8 | ?
CCOc1ccc2c(n1)CCN(C(=O)c1ccnn1C)C2 | -6% | 1% | -20%[12.5 µM] | i | -11% | -9 | 6%
O=C(Nc1ccc2nc(SCC(=O)N3CCOCC3)sc2c1)c1cccc(F)c1 | 9% | nt | -28% | nt | nt | -4 | nt
O=C(c1ccccn1)N1CCC2(CC(c3cccnc3)=NO2)C1 (centres undefined) | 33%[activator] | -5% | 2% | 1% | nt | 8 | -9%
O=C(Cn1c(=O)n(-c2ccc(Cl)cc2)c(=O)c2c3c(sc21)CCCCC3)Nc1cccc(Cl)c1 | 23% | nt | 5% | nt | nt | -21 | nt
N#Cc1ccc(OCC2CN(Cc3c[nH]c4ccccc34)C(=O)c3c(ccnc3-c3ccc(OCC(=O)O)cc3)O2)cc1 (centres undefined) | -14% | ? | 4% | ? | ? | 9 | 4%
O=C(N1CCN(S(=O)(=O)c2cccc(F)c2)CC1)N1CC2CC(C1)[C@H]1CCCC(=O)N1C2 (some centres undefined) | -14% | i | 5% | i | -9% | 29 | -5%
O=C(NCCn1ccn2nc(-c3ccc(F)cc3)cc2c1=O)c1ccc2[nH]ccc2c1 | 135%[activator] | -19% | -5% | i | 11µM* | -1 | -22%
O=S1(=O)NCC2(CCCN(Cc3ccccn3)C2)Oc2ncccc21 (centres undefined) | 2% | 2% | -5% | -15% | nt | 12 | i
COc1ccccc1C(=O)N1c2ncnn2C2(CCCCC2)[C@@H]2CCCC[C@@H]21 | -4% | nt | 2% | nt | nt | -15 | nt
CSCCNC(=O)c1ccc2nnc(-c3cccc([S+](C)(=O)[O-])c3)n2c1 | -15% | -11% | -4% | i | nt | 2 | -14%
O=C(CSc1nc(=O)n(Cc2ccncc2)c2c1CCC2)Nc1ccc(F)cc1F | -10% | nt | 4% | nt | nt | 41 | nt
COc1ccccc1Nc1ccnc(N2CCC(NC(=O)c3ccccc3)CC2)n1 | -6% | -10% | -4% | 0% | nt | -5 | ?
O=C1CC2(CCN(C(=O)C3CCCN(C(=O)Nc4ccc(Cl)cc4)C3)CC2)Oc2ccccc2N1 (centres undefined) | -18% | ? | ? | -14% | nt | -11 | 22µM*
O=C1NCCN2CC3(CCN(C(=O)CC4CCCCC4)CC3)CC12 (centres undefined) | -3% | i | 19% | i | 7% | -7 | -9%
O=C(C1CCC1)N1CCC(N(C(=O)C2CC2)C2CCOCC2)CC1 | 1% | ? | -3% | i | -9% | -14 | -4%
O=C(Nc1ccccc1)C1CCN(C(=O)N2CC3CC(C2)[C@H]2CCCC(=O)N2C3)CC1 (some centres undefined) | -29% | -6% | -5% | i | -6% | 19 | -3%
CNC(=O)[C@@H]1C[C@H](Oc2ccccc2)CN1C(=O)c1ccc(Cn2nc(C)cc2C)o1 | 0% | -16% | -2% | -1% | -1% | 38 | -11%
CCc1cc(C(=O)Nc2cnn(Cc3ccc(F)cc3)c2)no1 | 29% | nt | ? | nt | nt | -14 | nt
COc1ccccc1CNC(=O)c1cnn(-c2ccc(F)cc2F)c1C1CCN(C(=O)OC(C)(C)C)CC1 | ? | nt | -26% | nt | nt | -6 | nt
COc1cccc2c1OCC(C(=O)NCCc1noc(-c3ccccc3)n1)C2 (centres undefined) | -19% | -19% | -4% | -7% | 1% | -4 | -16%

Looked up by structure from above:
SMILES | SNCA expr inhib | NIH3T3 tox | HEK293 viab | GPT2 inhibitor | FLuc inh | IP6K1 inhibitor | HEK293 tox
CCOc1ccc2c(n1)CCN(C(=O)c1ccnn1C)C2 | -6% | 1% | -20%[12.5 µM] | i | -11% | -9 | 6%
O=C(Nc1ccc2nc(SCC(=O)N3CCOCC3)sc2c1)c1cccc(F)c1 | 9% | nt | -28% | nt | nt | -4 | nt
CN(C)Cc1nnc(C2CC(NC(=O)c3ccc4nccn4c3)C2)n1C (centres undefined) | 4% | 0% | -6% | i | -3% | 9 | -11%
COc1ccccc1C(=O)N1c2ncnn2C2(CCCCC2)[C@@H]2CCCC[C@@H]21 | -4% | nt | 2% | nt | nt | -15 | nt
O=C(c1ccccn1)N1CCC2(CC(c3cccnc3)=NO2)C1 (centres undefined) | 33%[activator] | -5% | 2% | 1% | nt | 8 | -9%

(listing goes on)
SMILES | SNCA expr inhib | NIH3T3 tox | HEK293 viab | GPT2 inhibitor | FLuc inh | IP6K1 inhibitor | HEK293 tox
Cc1ccsc1CN1CCCC(O)(CN(C)C)C1 (centres undefined) | 18% | -24% | -23% | 5% | 2% | 3 | ?
CCC1CN(C(=O)Nc2ccccc2C(F)(F)F)c2ccccc2O1 (centres undefined) | 16% | nt | 9% | nt | nt | 4 | nt
Fc1ccc(OC2CN(Cc3cncs3)C2)cc1F | 43%[activator][87.6 µM] | -23%[138 µM] | -17%[87.6 µM] | i | -7%[172 µM] | 10 | ?
O=C(N[C@H]1CCN2C(=O)N(c3cccc4nsnc34)C(=O)[C@@H]2C1)c1ccc(F)c(Cl)c1 | ? | -9% | -1% | i | -2% | -4 | -14%
Cc1ccc(C)c(CN2C(=O)NC3(CCN(C(=O)c4ccncc4)CC3)C2=O)c1 | 0% | 1% | -5% | i | 0% | 10 | -3%
COc1cccc(CN2C(=O)OC3(CCN(C(C)=O)CC3)C2(C)c2cccnc2)c1 (centres undefined) | -6%[87.6 µM] | 89µM* | -2%[87.6 µM] | i | -4%[172 µM] | -13 | -1%[172 µM]
CSc1ccc(-c2cccc(CN3CCC(N[S+](=O)([O-])c4c(C)noc4C)CC3)c2)cc1 | nt | 14µM* | nt | nt | nt | 22 | ?
CC1=NS(=O)(=O)N(C)C=C1C(=O)OCc1nc(Cc2ccccc2C)no1 | 5% | -15% | 13% | i | 5% | -12 | -22%
COc1cccc(S(=O)(=O)N2CC3(C2)C(=O)Nc2ccccc23)c1 | -29% | -20% | -1% | 3% | nt | -11 | -14%
COc1ccccc1-c1nc2cnccn2c1NCCC(=O)N1CCc2ccccc21 | 20% | ? | 19% | -28% | -17% | 3 | 20µM*
O=C1CCCCC(CNC(=O)c2ccncc2)N1 (centres undefined) | -11% | i | -4% | i | 0% | 8 | 4%
CN1C(=O)C(C)(C)c2cc(S(=O)(=O)NCc3ccc(C(=O)Nc4ccc(Cl)cc4)cc3)ccc21 | 15% | nt | -26% | nt | nt | 1 | nt
COc1cccc(NC(=O)N[C@H]2[C@H](O)[C@@H](N3CCN(C)CC3)[C@@H]3OC[C@H]2O3)c1 | -18%[87.6 µM] | i | -21%[87.6 µM] | -9%[88.5 µM] | -9%[172 µM] | 12 | i
O=C(O)COc1ccc(-c2nccc3c2C(=O)N(Cc2c[nH]c4ccccc24)CC(COc2ccc(F)cc2F)O3)cc1 (centres undefined) | 7% | ? | -2% | i | 45µM* | 9 | i
CC1(C)CCC(c2ccc(Cl)cc2)=C(CN2CCN(c3ccc(C(=O)NS(=O)(=O)c4ccc(N[C@H](CCN5CCOCC5)CSc5ccccc5)c(S(=O)(=O)C(F)(F)F)c4)cc3)CC2)C1 | 5% | nt | -32%&4% | i | nt | -2 | nt
O=C(NCc1ccc2c(c1)CCN2C(=O)c1ccc(F)cc1)c1cc2ccccc2[nH]1 | 16% | nt | 3% | nt | nt | 10 | nt
CCOc1ccc(C(=O)N2CCN(C(=O)c3nnn4c3COC(c3ccc(Cl)cc3)C4)CC2)cc1 (centres undefined) | -5% | i | 2% | i | 6% | 8 | 8%
CN(C)c1ccc2nnc(-c3cc(C(=O)Nc4cccc(Cl)c4)ccn3)n2n1 | ? | 7.9µM* | ? | -16%[88.5 µM] | -17%[172 µM] | -22 | -28%[172 µM]
CS(=O)(=O)N1CC(F)(F)C[C@H]1c1nc(C2CC2)no1 | 2% | i | 1% | ? | 0% | 5 | -9%
Cc1ccc(NC(=O)CSc2nc3ccccc3c3nc(CCn4c(C)nc5ccccc54)nn23)cc1F | 7% | nt | ? | nt | nt | 4 | nt
C=CCN1CC(C(=O)N2CCC3(CCC(=O)N(C4CC4)C3)CC2)CC1=O (centres undefined) | 15% | -1% | 0% | -11% | 3% | -5 | 0%
Cn1cncc1CNC(=O)c1cc(-c2ccc(F)cc2)cc2ncn(C)c12 | -5%[87.6 µM] | ? | 5%[87.6 µM] | 2%[88.5 µM] | -27%[172 µM] | -5 | -4%[172 µM]
Cc1cc(Nc2cc(F)ccc2C)nc(-n2nc(C)cc2C)n1 | ? | nt | -21% | nt | nt | -8 | nt
Cc1ccc(N2CC(c3nc4ccccc4n3CCC3CCCCC3)CC2=O)cc1 (centres undefined) | 30% | nt | 10% | nt | nt | 29 | nt
CCCCOc1ccc(C(=O)Nc2ccc3c(c2)N(C(C)=O)CCC3)cc1 | ? | nt | -6% | nt | nt | -10 | nt
COc1cccc(-n2c(=O)c3c(C)c(C)sc3n(CC(=O)NCc3ccccc3)c2=O)c1 | -5% | nt | -23% | nt | nt | 22 | nt
CC(C)CNc1ccc2c(n1)C(C)(C(=O)N1CCC1)CN(Cc1ccccc1)C2 (centres undefined) | 10%[87.6 µM] | ? | ? | i | 3%[172 µM] | 4 | ?
Cc1ccccc1Cn1cnc2c(oc3ccccc32)c1=O | 3% | nt | -7% | nt | nt | 4 | nt
COc1ccc(NS(=O)(=O)c2ccc3[nH]c4c(c3c2)CCCC4)c(OC)c1 | ? | nt | -15% | nt | nt | -8 | nt

Screening results as filed in PubChem BioAssay.
